Screens as filed in PubChem BioAssay.
Jurkat autofluor – compound autofluorescence on Jurkat cells, primary screen, artefact control for VLA-4 allosteric ligand project, cell-based, flow cytometry | 24,000 tested, 0.61% active | active compounds read high; 1 = vehicle-only cell background | AID 576, 2007 | fluorescence ratio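 (tested at 10 µM compound in the well)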;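 active = fluorescence ratio above 2.44, which is 1 plus 3 SD of all ratios; inconclusive = signal too bright to measure linearly, ratio around 10 or more; inactive = fluorescence ratio below 2.44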;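 also: green fluorescence of cells measured with 488 nm excitation and 530 nm emission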
VLA-4 antagonist – inhibitors of LDV-FITC binding to Mn2+-activated VLA-4, primary screen, Jurkat cells | inhibition, % at 10 µM (by protocol) | AID 529, 2006 | Integrin alpha-4 (Homo sapiens), P13612 | 24,000 tested, 0.2% active | LDV-FITC binding with Mn2+, flow cytometry; 100% = Mn2+-driven binding gain fully reversed;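 active = inhibition above 50%; inconclusive = compound itself fluorescent, judged against control cell fluorescence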;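 also: 0% = Mn2+ stimulated cells lacking compound and 100% = ligand binding without Mn2+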
Target sequence (P13612 whole entry, looked up): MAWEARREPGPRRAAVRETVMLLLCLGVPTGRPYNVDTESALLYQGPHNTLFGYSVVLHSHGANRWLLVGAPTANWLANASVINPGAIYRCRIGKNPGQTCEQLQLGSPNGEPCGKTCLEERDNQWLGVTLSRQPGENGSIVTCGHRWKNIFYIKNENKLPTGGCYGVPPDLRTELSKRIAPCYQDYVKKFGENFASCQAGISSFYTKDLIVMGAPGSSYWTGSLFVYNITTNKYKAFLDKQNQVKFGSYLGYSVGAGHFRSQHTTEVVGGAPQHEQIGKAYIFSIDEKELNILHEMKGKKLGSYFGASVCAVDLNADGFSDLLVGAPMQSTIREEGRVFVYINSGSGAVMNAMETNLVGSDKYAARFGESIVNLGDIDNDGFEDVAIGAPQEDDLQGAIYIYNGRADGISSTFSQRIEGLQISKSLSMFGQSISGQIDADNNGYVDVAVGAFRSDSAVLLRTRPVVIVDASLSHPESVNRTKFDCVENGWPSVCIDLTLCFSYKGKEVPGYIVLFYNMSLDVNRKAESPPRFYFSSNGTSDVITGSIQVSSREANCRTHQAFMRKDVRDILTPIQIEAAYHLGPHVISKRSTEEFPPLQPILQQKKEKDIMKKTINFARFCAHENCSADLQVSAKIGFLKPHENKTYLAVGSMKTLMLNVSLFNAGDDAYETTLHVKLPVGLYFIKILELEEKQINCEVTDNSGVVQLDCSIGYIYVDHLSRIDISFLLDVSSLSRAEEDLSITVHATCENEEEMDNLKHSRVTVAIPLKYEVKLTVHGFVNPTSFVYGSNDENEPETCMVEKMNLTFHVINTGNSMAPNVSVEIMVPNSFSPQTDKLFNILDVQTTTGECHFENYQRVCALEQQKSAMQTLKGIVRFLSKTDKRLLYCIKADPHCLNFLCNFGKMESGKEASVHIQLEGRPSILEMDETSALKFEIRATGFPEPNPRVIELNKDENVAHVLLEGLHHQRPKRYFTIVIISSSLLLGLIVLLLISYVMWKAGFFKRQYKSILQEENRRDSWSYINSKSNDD
VLA-4 agonist – enhancers of LDV-FITC binding to VLA-4 integrin, primary screen, Jurkat cells, flow cytometry. Integrin alpha-4 (Homo sapiens), P13612. activation, % at 10 µM (by protocol). 24,000 tested, under 10 active;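 active = fluorescent ligand binding to cells raised by more than 40% of the manganese-induced maximum; inconclusive = compound's own fluorescence above 85% of the ligand control signal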;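 also: 0% = ligand binding without compound and 100% = manganese-stimulated maximal binding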
Prostate diff – activators of LNCaP prostate cell differentiation, primary screen, flow cytometry side scatter. 4 d. side scatter shift, % at 10 µM. 24,000 tested, 0.56% active. AID 795, 2007;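 active = side scatter shift above 30%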;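 also: androgen-responsive LNCaP prostate cancer cells in charcoal-stripped serum medium; percent of cells past a gate set so DMSO wells show 10% shift; higher shift means more granular cells and more differentiation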
* = called active by the depositor; ? = inconclusive. The list is partial. The share of hits here may be higher or lower than overall.

SMILES	Jurkat autofluor	VLA-4 antagonist	VLA-4 agonist	Prostate diff
O=C(C1c2ccccc2C(=O)N2CCc3ccccc3C12)N1CCC2(CC1)OCCO2 (stereo not given)	1	1	1	22
CSc1ccc(C(=O)C(C)(C)N2CCOCC2)cc1	0.99	-27	3	12
O=C1CC(C(=O)N2CCC3(CC2)OCCO3)CN1CCc1ccccc1 (stereo not given)	1.1	1	-3	10
CCn1c(=O)n(CC(=O)N2CCC3(CC2)OCCO3)c(=O)c2ccccc21	1	-4	-7	13
CCN1c2nc3ccccn3c(=O)c2CC2(C(=O)N(C)C(=O)N(C)C2=O)C1C (stereo not given)	1	0	1	15
CCCCn1c(C)c(C(=O)OCC)c2c(CN3CCOCC3)c(O)ccc21	1	0	-6	3
O=C(CCCn1c(=O)[nH]c2cc(Cl)ccc2c1=O)N1CCC2(CC1)OCCO2	1.1	8	0	4
O=C(c1csc2c1CCCCC2)N1CCC2(CC1)OCCO2	1.1	9	-1	6
COc1ccc(S(=O)(=O)NC(CC(=O)N2CCC3(CC2)OCCO3)c2ccco2)cc1 (stereo not given)	1	-8	-2	13
O=C(NC1(C(F)(F)F)Oc2ccc(Cl)cc2O1)N1CCC2(CC1)OCCO2 (stereo not given)	1	-14	0	5
C=CCn1c(O)c(C(C)=Nc2ccc(N(CC)CC)cc2)c(=O)[nH]c1=O	0.97	-22	8	13
O=c1c2ccccc2[se]n1-c1ccccc1	1.1	-68	40*	3
O=C(C1CCCN(S(=O)(=O)c2cccc3nsnc23)C1)N1CCC2(CC1)OCCO2 (stereo not given)	1	11	-6	9
CCOC(=O)C1=C(N)OC(C)=C(C(=O)OCCOC)C12C(=O)Nc1ccccc12 (stereo not given)	1	0	0	8
CC(C)N1CC=C(c2c[nH]c3ccccc23)CC1	1.1	-22	8	12
O=C(Cn1ncc2c3ccccc3n(Cc3cccc(Cl)c3)c2c1=O)N1CCC2(CC1)OCCO2	1.2	22	-4	8
CN(C)[C@@H]1C(=O)C(C(N)=O)=C(O)[C@@]2(O)C(=O)C3=C(O)c4c(O)ccc(Cl)c4[C@@](C)(O)C3C[C@@H]12 (stereo not given in full)	1.1	-7	-4	6
C[N+]1(C)CCc2cc3c(cc2[C@H]1[C@@H]1OC(=O)c2c1ccc1c2OCO1)OCO3	1	-18	0	4
O=C1OCCC1NC1=NCCC1 (stereo not given)	0.98	-26	-4	4
O=C(Cn1cnc2sc3c(c2c1=O)CCCC3)NCCC(=O)N1CCC2(CC1)OCCO2	1.1	11	-4	2
O=C(CN1C(=O)CCSc2ccccc21)N1CCC2(CC1)OCCO2	1.1	-3	0	10
Cc1nc2cc(C(=O)N3CCC4(CC3)OCCO4)ccc2n1-c1ccc(Br)cc1	1	-31	12	11
O=C1CC(N2CCC(n3c(=O)[nH]c4ccccc43)CC2)C(=O)N1c1ccc(F)cc1 (stereo not given)	1	2	-1	7
COc1ccc(N2CCN(CCCN)CC2)cc1	0.96	-3	4	21
Cc1ccc(CC2C(=O)N(C)C(=O)N(C)C2=O)s1	0.95	-32	10	2

Other results:
SMILES	Jurkat autofluor	VLA-4 antagonist	VLA-4 agonist	Prostate diff
CN1C(=O)CN=C(c2ccc(Cl)cc2)c2cc(Cl)ccc21	1.1	-6	-9	5
CC(=O)[C@@]1(O)CC[C@H]2[C@@H]3CC=C4C[C@@H](O)CC[C@]4(C)[C@H]3CC[C@@]21C	0.99	-6	-4	4
CC(NC(=O)Oc1ccccc1)C(c1cccs1)N1CCOCC1 (stereo not given)	1	-3	-1	10
COc1cc(/C=N/n2cnnc2)ccc1OC(=O)N(C)C	1.1	8	-3	7
Cc1ccc(-c2nc(CS(=O)CC(=O)N3CCC4(CC3)OCCO4)c(C)o2)cc1 (stereo not given)	1	-6	4	12
CCCCNC(=O)c1c(N)n(CCCOC)c2nc3ccccc3nc12	1.1	4	5	1
CCN(CC)CCOC(=O)c1cc2cc(COC)ccc2o1	1.1	-7	-2	13
CCCCCCC(N)CC(=O)O (stereo not given)	1.1	-8	-10	3
CCOC(=O)c1[nH]c(C)c(C(=O)N2CCC3(CC2)OCCO3)c1C	1.2	-9	-4	14
CCOC(=O)N(c1ccccc1)P1(=S)OCC(C)O1 (stereo not given)	1.1	?	?	12
Cc1cccc(-n2c(-c3ccco3)nc3ccccc3c2=O)n1	1	2	-6	1
COc1ccc(C(=O)N2CCCC2=O)cc1	1	-14	2	3
Cc1ccc2c(c1)N(CCC(=O)N1CCC3(CC1)OCCO3)C(=O)CO2	1.1	-8	-6	5
O=C(c1cc(S(=O)(=O)N2CCOCC2)ccc1F)N1CCC2(CC1)OCCO2	1	11	-1	3
Cc1oc(-c2ccccc2F)nc1CS(=O)CC(=O)N1CCC2(CC1)OCCO2 (stereo not given)	1.1	0	0	9
COc1cccc(-n2nc(C(=O)N3CCC4(CC3)OCCO4)c3ccccc3c2=O)c1	1	3	5	2
O=C(CN1C(=O)CN=C(c2ccccc2)c2ccccc21)NCc1ccco1	1	-20	3	16
C=CCn1c(O)c(C(C)=NCCCO)c(=O)[nH]c1=O	0.93	-20	6	4
CCN1CCN(c2ncnc3ccc(Br)cc23)CC1	1.1	-12	4	19
C[C@]12CCC(=O)C=C1CC[C@@H]1[C@@H]2CC[C@]2(C)C(=O)CC[C@@H]12	1.1	-12	2	6
O=P(C(c1ccc2c(c1)OCO2)N1CCOCC1)(N1CCOCC1)N1CCOCC1 (stereo not given)	1.1	-21	6	16
COc1ccccc1N1CCN(Cc2cccc(OC)c2O)CC1	1	-2	4	23
CC1(C)Cc2c(sc3c2C(=O)NC(c2cccnc2)N3)CO1 (stereo not given)	1.1	-19	10	1
COc1ccc2nc(NC(=O)CCc3nc(C4=CCN(C)CC4)no3)sc2c1	1.1	-12	1	3
C=CCn1c(O)c(C(C)=NCc2cccnc2)c(=O)[nH]c1=O	1.1	-4	-6	10

7 of the compounds above, in markdown.
| compound | Jurkat autofluor | VLA-4 antagonist | VLA-4 agonist | Prostate diff |
| --- | --- | --- | --- | --- |
| O=C(c1cc(S(=O)(=O)N2CCOCC2)ccc1F)N1CCC2(CC1)OCCO2 | 1 | 11 | -1 | 3 |
| Cc1oc(-c2ccccc2F)nc1CS(=O)CC(=O)N1CCC2(CC1)OCCO2 (stereo not given) | 1.1 | 0 | 0 | 9 |
| COc1cccc(-n2nc(C(=O)N3CCC4(CC3)OCCO4)c3ccccc3c2=O)c1 | 1 | 3 | 5 | 2 |
| O=C(CN1C(=O)CN=C(c2ccccc2)c2ccccc21)NCc1ccco1 | 1 | -20 | 3 | 16 |
| C=CCn1c(O)c(C(C)=NCCCO)c(=O)[nH]c1=O | 0.93 | -20 | 6 | 4 |
| CCN1CCN(c2ncnc3ccc(Br)cc23)CC1 | 1.1 | -12 | 4 | 19 |
| C[C@]12CCC(=O)C=C1CC[C@@H]1[C@@H]2CC[C@]2(C)C(=O)CC[C@@H]12 | 1.1 | -12 | 2 | 6 |

Given with bars between the fields: three of the compounds above.
SMILES | Jurkat autofluor | VLA-4 antagonist | VLA-4 agonist | Prostate diff
COc1ccc(S(=O)(=O)NC(CC(=O)N2CCC3(CC2)OCCO3)c2ccco2)cc1 (stereo not given) | 1 | -8 | -2 | 13
O=C(NC1(C(F)(F)F)Oc2ccc(Cl)cc2O1)N1CCC2(CC1)OCCO2 (stereo not given) | 1 | -14 | 0 | 5
C=CCn1c(O)c(C(C)=Nc2ccc(N(CC)CC)cc2)c(=O)[nH]c1=O | 0.97 | -22 | 8 | 13

Next structures follow:
SMILES	Jurkat autofluor	VLA-4 antagonist	VLA-4 agonist	Prostate diff
O=C(c1ccccc1)c1cn(CC(=O)N2CCCC2)c2ccccc12	0.84	?	?	6
Cc1ccc(CN2CCN(CC(=O)N3CCC4(CC3)OCCO4)C2=O)cc1	1	0	6	1
O=C(NCC(c1cccnc1)N1CCOCC1)Oc1ccccc1 (stereo not given)	1	-5	7	4
O=c1[nH]c2ccccc2n1CCCN1CCC(n2c(=O)[nH]c3cc(Cl)ccc32)CC1	1	-2	-4	2
CCn1c(C(=O)N2CCC(C(=O)N3CCC4(CC3)OCCO4)CC2)cc2sccc21	1.1	-24	7	3
CCOc1c(P(=S)(N(C)C)N(C)C)c(C)nn1-c1ccccc1	1	-10	2	4
O=C(O)Cn1cc(C(=O)c2ccccc2)c2ccccc21	0.99	2	11	5
C(#CCN1CCOCC1)COCC#Cc1ccccc1	1.1	-10	7	6
CC(C)[C@H]1C(=O)N2CCC[C@H]2[C@]2(O)O[C@](NC(=O)[C@@H]3C=C4c5cccc6[nH]cc(c56)C[C@H]4N(C)C3)(C(C)C)C(=O)N12	2.2	?	?	3
Cc1cc(C)n2nc(C)[n+](C)c2n1	0.97	-12	14	22
C[C@H]1CCCC(=O)CCCCCc2cc(O)cc(O)c2C(=O)O1	1.1	-8	-4	11
Cc1ccc(CS(=O)(=O)CCC(=O)N2CCC3(CC2)OCCO3)cc1	1	0	-3	9
O=C1C2CCCN2C(c2ccc(Cl)c(Cl)c2)N1c1ccccn1 (stereo not given)	1	3	0	11
CC(N)C(=O)c1ccco1 (stereo not given)	1	-18	10	14
COc1ccc(-c2nc(CS(=O)CC(=O)N3CCC4(CC3)OCCO4)c(C)o2)cc1 (stereo not given)	1	2	3	10
CC(C)(C)C(O)C(Oc1ccc(Cl)cc1)n1cncn1 (stereo not given)	1.1	-11	4	11
CC(=NCCCO)c1c(O)n(Cc2ccccc2)c(=O)[nH]c1=O	0.99	6	0	7
CCOc1ccc(-c2cc(C(=O)N3CCC4(CC3)OCCO4)c3ccccc3n2)cc1	1.1	-26	6	10
CC(=O)Nc1ccc(OC(=O)c2ccccc2N)cc1	0.93	-12	8	3
CC[N+]1(C)CCCC(OC(=O)C(O)(c2ccccc2)c2ccccc2)C1 (stereo not given)	0.99	-26	12	2
CCN1c2nc3c(C)cccn3c(=O)c2CC2(C(=O)N(C)C(=O)N(C)C2=O)C1C (stereo not given)	0.99	-2	2	8
O=C(c1cccs1)C1CN2CCC1CC2 (stereo not given)	0.92	-28	10	4
CCC1(CC)C(=O)NC(=NCCc2c[nH]c3ccccc23)NC1=O	1.4	?	?	6
Cc1c(C(=O)N2CCC3(CC2)OCCO3)oc2ccc(S(=O)(=O)N3CCOCC3)cc12	1.1	-8	4	5
Cc1ccc(S(=O)(=O)Nc2cc(C(=O)N3CCC4(CC3)OCCO4)ccc2N2CCCCC2)cc1	0.98	-22	3	10

Complete entries, looked up by structure. Values in the order: Jurkat autofluor | VLA-4 antagonist | VLA-4 agonist | Prostate diff
Cc1ccc(CN2CCN(CC(=O)N3CCC4(CC3)OCCO4)C2=O)cc1 is entered as 1 | 0 | 6 | 1
Cc1cc(C)n2nc(C)[n+](C)c2n1 is entered as 0.97 | -12 | 14 | 22
CC(=O)Nc1ccc(OC(=O)c2ccccc2N)cc1 is entered as 0.93 | -12 | 8 | 3

Other results:
SMILES	Jurkat autofluor	VLA-4 antagonist	VLA-4 agonist	Prostate diff
CC(=O)C1C2c3ccccc3OC1(C)N=c1s/c(=C/c3cnn(C)c3)c(=O)n12 (stereo not given)	1	1	3	0
Cc1ccccc1-c1nc(CS(=O)CC(=O)N2CCC3(CC2)OCCO3)c(C)o1 (stereo not given)	1	-5	-8	12
C=CCOC(=O)COc1cc(C)cc2oc(=O)c3c(c12)CCC3	1.1	-6	0	14
O=C(c1cccc(N2CCCC2=O)c1)N1CCC2(CC1)OCCO2	0.91	-39	8	20
Clc1ccc(CSC(Cn2ccnc2)c2ccc(Cl)cc2Cl)cc1 (stereo not given)	1.1	-10	-4	7
O=C(c1ccc(CNS(=O)(=O)c2ccccc2)cc1)N1CCC2(CC1)OCCO2	1.1	-22	3	9
Cc1[nH]c2c(Cl)cccc2c1CCN	1	-17	5	3
OCC12COC3c4ccccc4C(OC1)N32 (stereo not given)	1.1	-20	2	11
NC(=O)CSP(=O)(c1ccccc1)c1ccccc1	1.1	-12	2	6
CC(CCc1ccccc1)NC(C)C(O)c1ccc(O)cc1 (stereo not given)	0.99	-13	-1	3
Clc1ccc(COC(Cn2ccnc2)c2ccc(Cl)cc2Cl)c(Cl)c1 (stereo not given)	1.1	6	-18	2
COc1ccccc1N1CCN(Cc2c(F)cccc2F)CC1	0.91	-20	6	0
CC1CCN2c3nc4ccccn4c(=O)c3CC3(C(=O)N(C)C(=O)N(C)C3=O)C2C1 (stereo not given)	1	10	-2	8
Cc1cc(C)n2nc(SCC(=O)N3CCC4(CC3)OCCO4)nc2n1	0.98	3	2	4
O=C(c1ccc2nc3ccc(Cl)cc3c(=O)n2c1)N1CCC2(CC1)OCCO2	1.1	-2	3	8
CCOc1cc(C2NCc3ccccc3-n3cccc32)ccc1O (stereo not given)	1	20	5	4
CC1(C)CN=C(Nc2ccc(F)c(F)c2)S1	1.1	-42	8	0
CC(C)OCCCNC(=O)c1c(N)n(CC2CCCO2)c2nc3ccccc3nc12 (stereo not given)	2.2	?	?	7
COC(=O)c1ccccc1-n1c(C)nc2ccccc2c1=O	1.1	-25	-2	9
CNCC(O)c1ccc(O)cc1 (stereo not given)	0.99	-6	4	4
CCN(CC)CCN=Cc1c(O)n(CCC2=CCCCC2)c(=O)[nH]c1=O	1.1	-8	6	12
NCCc1c[nH]c2ccc(F)cc12	1.1	-3	0	7
